USP2a block – qHTS Assay for Inhibitors of Ubiquitin-specific Protease USP2a Using CHOP2 as the Reporter | 330,000 tested, 0.01% active | Potency, µM (series often up to 38.3 µM), without a hit: at the top dose activity change, negative = inhibition, most hits filed as inhibitors | Ubiquitin carboxyl-terminal hydrolase 2 (Homo sapiens), O75604 | USP2 core, Ub-CHOP2 coupled fluorogenic reporter, 485/531;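 also: potency is read from the fitted curve at half-maximal effect; plate controls were DMSO wells for no effect and full inhibition by NEM control for full effect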
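Cell-free coupled assay: 10nM USP2 core preincubated 30min RT with compound in Tris-HCl pH 8.0/CaCl2/CHAPS buffer, then 25nM Ub-CHOP2 and 25nM reporter substrate; fluorescence (Ex 485/Em 531) read after 60min RT, normalized to NEM inhibition, concentration-response curves fitted.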
Tb PFK block – qHTS Assay to Find Inhibitors of T. brucei phosphofructokinase | 330,000 tested, 0.17% active | T. brucei PFK, ADP-Glo luminescence | ATP-dependent 6-phosphofructokinase (Trypanosoma brucei brucei), O15648 | Potency, µM (highest dose often 57.5 µM), for the others: at the highest dose activity, negative = inhibition, usual class: inhibitors;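 also: potency is read from the fitted curve at half-maximal effect; 0% = uninhibited 1x PFK enzyme wells and -100% = no-enzyme wells; nearly all actives have a fitted effect of over 60% in size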
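In TEA buffer at pH 8.0 with 5 mM MgCl2, enzyme (1.25 nM) converted F6P (0.5 mM) and ATP (0.1 mM) for 45 min at room temperature. ADP product was read by luciferase luminescence.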
uPA generation – qHTS for Inhibitors of Cell Surface uPA Generation. cell surface uPA generation assay, qHTS. AID 540303, 2011. 330,000 tested, 0.31% active. Potency, µM (doses to about 38.3 µM), for inactives: at the top dose activity change, negative = inhibition, usual class: inhibitors; active = well fitted inhibition curve with a large enough effect; inconclusive = small, poorly fitted or top-dose-only effect; inactive = no such curve, though single readings can be large or run the other way; tested in mouse RAW 264.7 cells; also: potency is read from the fitted curve at half-maximal effect; % is scaled to controls: 0 for no effect and ±100 for the full control effect; nearly all actives have a fitted effect of over 55% in size
B2AR arrestin – qHTS assay of beta-arrestin-biased ligands of beta2-adrenergic receptor. AID 492947, 2010. 330,000 tested, 0.02% active. Beta-2 adrenergic receptor (Homo sapiens), P07550. Potency, µM (doses to about 46.1 µM), for inactives: at the highest dose activation, actives largely listed as activators. beta-arrestin recruitment to beta2AR, cell-based reporter;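 also: potency is read from the fitted curve at half-maximal effect; 0% = DMSO controls and full agonism = EC100 isoproterenol or metaproterenol; nearly all actives have a fitted effect of over 65% in size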
BCR signal inh – qHTS Assay to Find Inhibitors of Chronic Active B-Cell Receptor Signaling | 340,000 tested, 0.05% active | ABC-DLBCL IkBa-CBG/CBR reporter, luminescence ratio, 4 h | Potency, µM (highest dose often 46.1 µM), inactives show at the highest dose ratio change, negative = lower green/red ratio, most hits filed as inhibitors; active = well fitted inhibition curve with a large enough effect in the signal ratio, with a control signal flat, not every such curve was filed as active; inconclusive = small, poorly fitted or top-dose-only effect, or effect the other way, or a change in a side signal; the % refers to the signal ratio;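 also: potency is read from the fitted curve at half-maximal effect; plate controls were basal doxycycline-induced cells for no effect and cells given 10 µM MG132 for full effect; MG132 reads +100%, hits lower the ratio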
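TMD8 human ABC-DLBCL cells with doxycycline-inducible IκBα–green luciferase fusion and unfused red luciferase, in 0.5% FBS medium; compounds up to 46 uM, 4 h at 37C. Green/red luminescence ratio, filter-overlap corrected, fitted to concentration-response curves.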
Mito fusion yeast – qHTS Assay for Small Molecule Inhibitors of Mitochondrial Division or Activators of Mitochondrial Fusion | 320,000 tested, 0.23% active | AID 485298, 2010 | S. cerevisiae fusion-defective mutant growth rescue, CellTiterGlo 48 h | Potency, µM (top dose mostly 46.1 µM), without a hit: at the highest dose growth rescue (activation), hits mostly activators;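 also: potency is read from the fitted curve at half-maximal effect; % of control where 0% means no effect; nearly all actives have a fitted effect of over 45% in size; temperature-sensitive fusion mutants such as fzo1-1 at 37 °C on non-fermentable ethanol glycerol medium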
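Luminescent cell viability in 1536-well qHTS format served as the measure of rescued growth in ts fusion-mutant S. cerevisiae cultured on non-fermentable YPEG for 48 hours at 37C.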
Eya2 inh – qHTS Assay for Inhibitors of the Phosphatase Activity of Eya2; Protein phosphatase EYA2 (Homo sapiens), O00167; recombinant Eya2, OMFP fluorescence dephosphorylation (OMFP is methylfluorescein phosphate); 330,000 tested, 0.006% active; Potency, µM (top dose mostly 76.9 µM), for the others: at the top dose activity, negative = inhibition, most hits filed as inhibitors; also: potency is read from the fitted curve at half-maximal effect; % is scaled to controls: 0 for no effect and ±100 for the full control effect
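Eya2 (0.2 uM) preincubated 10 min at ambient with compound, then OMFP substrate added at 50 uM; 10 min reaction in 50 mM HEPES pH 7.5, 50 mM NaCl, 5 uM MgCl2, 0.05% BSA, 1 mM DTT. Fluorescence read at Ex 485/Em 525 nm.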
ELG1 repair inh – qHTS screen for small molecules that inhibit ELG1-dependent DNA repair in human embryonic kidney (HEK293T) cells expressing luciferase-tagged ELG1; HEK293T ELG1-luciferase reporter, luminescence, 16 h; DNA damage induced by 5-fluorouridine; Potency, µM (doses to about 46.1 µM), for inactives: at the top dose activity change, negative = inhibition, actives largely listed as inhibitors; 330,000 tested, 2.3% active; also: potency is read from the fitted curve at half-maximal effect; % is scaled to controls: 0 for no effect and ±100 for the full control effect; nearly all actives have a fitted effect of over 55% in size
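Overnight (16 hr) co-exposure of 2,000 cells/well to 5-fluorouridine and compound at 37 °C preceded detection. Luciferase was quantified via ONE-Glo luminescence; loss of signal denotes inhibition.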
TSG101-PTAP inh – qHTS Assay for Iinhibitors of HIV-1 Budding by Blocking the Interaction of PTAP/TSG101. Tumor susceptibility gene 101 protein (Homo sapiens), Q99816. Fluorescence polarization, FITC-PTAP peptide / Tsg101 binding. Potency, µM (series often up to 115 µM), for inactives: top-dose activity change, negative = inhibition, most hits filed as inhibitors. 340,000 tested, under 10 active. AID 493005, 2010; active = well fitted inhibition curve with a large enough effect in the main read-out, with a control signal flat, not every such curve was filed as active; inconclusive = small, poorly fitted or top-dose-only effect, or effect the other way, or a change in a side signal; inactive = no such curve, though single readings can be large or run the other way; also: potency is read from the fitted curve at half-maximal effect; % of control where 0% means no effect
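FP read-out: FITC-PTAP peptide, 50 nM final, binding Tsg101 binding domain, 10 uM final; 20 min, r.t.; 10 mM HEPES pH 7.5, 0.15 M NaCl, 0.01% Tween 20, 3 mM EDTA, 0.1 mM TCEP.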
TSHR antagonist – Antagonists of the Thyroid Stimulating Hormone Receptor: HTS campaign. Thyrotropin receptor (Homo sapiens), P16473. TSHR-expressing cells, TSH-stimulated cAMP HTRF, 2 h; stronger effect = lower value. activity change, negative = inhibition, % at 11.5 µM. 330,000 tested, 0.2% active;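 active = activity change below a set negative limit, meaning inhibition stronger than a set level, cut at about -70% in these data; inconclusive = activity change between two set negative limits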; also: % is scaled to controls: 0 for no effect and ±100 for the full control effect
Target sequence (P16473 whole entry, looked up): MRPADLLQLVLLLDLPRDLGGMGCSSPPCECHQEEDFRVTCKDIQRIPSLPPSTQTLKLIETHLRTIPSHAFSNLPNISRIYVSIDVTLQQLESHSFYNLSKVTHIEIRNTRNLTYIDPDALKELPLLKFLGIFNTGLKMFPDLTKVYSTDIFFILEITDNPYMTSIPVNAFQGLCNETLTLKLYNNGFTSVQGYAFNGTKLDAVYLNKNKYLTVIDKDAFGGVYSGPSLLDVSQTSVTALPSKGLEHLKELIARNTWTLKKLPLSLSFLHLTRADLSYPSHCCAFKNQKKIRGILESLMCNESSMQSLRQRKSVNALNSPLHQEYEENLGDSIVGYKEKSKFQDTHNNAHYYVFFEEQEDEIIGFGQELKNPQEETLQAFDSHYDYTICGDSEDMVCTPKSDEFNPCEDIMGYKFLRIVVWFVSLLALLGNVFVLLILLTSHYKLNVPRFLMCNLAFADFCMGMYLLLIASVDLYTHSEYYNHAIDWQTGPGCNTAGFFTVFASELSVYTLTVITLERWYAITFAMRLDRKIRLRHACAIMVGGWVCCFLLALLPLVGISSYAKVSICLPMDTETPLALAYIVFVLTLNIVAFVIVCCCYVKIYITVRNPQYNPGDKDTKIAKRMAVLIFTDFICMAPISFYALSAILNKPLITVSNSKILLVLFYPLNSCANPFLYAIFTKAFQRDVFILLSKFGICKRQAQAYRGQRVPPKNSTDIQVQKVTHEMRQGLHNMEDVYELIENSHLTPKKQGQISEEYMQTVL
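Cell-based HTRF cAMP assay; TSHR cells + compound, TSH EC80 (4nM final), 2 h, 37 deg C. Lysis with anti-cAMP cryptate and cAMP-d2, 30 min RT, read 665/620 nm.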
TCR activator – Activators of T cell receptors: qHTS campaign; 330,000 tested, under 10 active; Potency, µM (top dose mostly 9.22 µM), for the others: top-dose activation of IL-2 secretion, actives largely listed as activators; primary human leukocytes, anti-CD3, IL-2 HTRF, 48 h; also: % of control where 0% means no effect
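Human primary leukocytes + a-CD3 beads + cpd, 48 hr; IL-2 in supernatant by HTRF (ex 320nm / em 665nm). No co-stimulatory signal supplied.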
* = called active by the depositor; ? = inconclusive; / = not tested or not shown; [ ] = another dose, or the depositor's remark. Unless noted, calls follow the shape of the dose curve; as a rule, active = well fitted curve in the direction sought with a large enough effect; inconclusive = small, poorly fitted or top-dose-only effect, or another doubt; inactive = no such curve, though single readings can be large; an effect the other way counts as inactive or inconclusive.

Short keys – A = USP2a block; B = Tb PFK block; C = uPA generation; D = B2AR arrestin; E = BCR signal inh; F = Mito fusion yeast; G = Eya2 inh; H = ELG1 repair inh; I = TSG101-PTAP inh; J = TSHR antagonist; K = TCR activator
[1] COC(=O)c1ccccc1NC(=O)c1c(O)c2c([nH]c1=O)CCCC2
  A = -9% | B = 0% | C = -5% | D = 2.9% | E = ? | F = 4% | G = -18% | H = 4% | I = -13% | J = 6 | K = -8%

[2] O=C(NCCO)/C(=C\c1ccco1)NC(=O)c1cccs1
  A = 1% | B = 2% | C = 6% | D = 0.1% | E = -4% | F = 10% | G = 5% | H = 17% | I = -1% | J = 5 | K = -3%

[3] COc1ccc(-c2csc(NC(=O)c3ccc(S(C)(=O)=O)cc3)n2)cc1
  A = 5% | B = 0% | C = -3% | D = -0.9% | E = ? | F = -2% | G = -9% | H = ? | I = -2% | J = -3 | K = -1%

[4] Cc1ccc(S(=O)(=O)N2CCCCC2)cc1C(=O)OCC(=O)NC(=O)NC12CC3CC(CC(C3)C1)C2
  A = 0% | B = 2% | C = -6% | D = -0.6% | E = 0% | F = 12% | G = -2% | H = 3% | I = -2% | J = -4 | K = -4%[46.1 µM]

[5] Cc1cc(Oc2ccc(Cl)cc2)nc(SCC(=O)c2ccccc2)n1
  A = 4% | B = 1% | C = 0% | D = -0.1% | E = 0% | F = -2% | G = 3% | H = -15% | I = -3% | J = -21 | K = -1%[46.1 µM]

[6] CNC(=S)Nc1cccc(S(=O)(=O)NCc2ccco2)c1
  A = 2% | B = 8% | C = -11% | D = -0.5% | E = -1% | F = / | G = -1% | H = -16% | I = -1% | J = -11 | K = 9%

[7] CC12CCC(C(=O)O)(c3nc4cc([N+](=O)[O-])ccc4nc31)C2(C)C (configuration not stated)
  A = -1% | B = 2% | C = 3% | D = 0.1% | E = 1% | F = -1% | G = 16% | H = 0% | I = -4% | J = -5 | K = -5%

[8] Cc1ccc(C(=O)CCS(=O)(=O)c2ccc(Br)cc2)cc1
  A = 0% | B = -3% | C = -4% | D = 0.2% | E = 0% | F = -4% | G = 6% | H = 4% | I = 0% | J = -10 | K = 0%

[9] CC(=O)c1ccc(Nc2nc(C)nc3c2oc2ccccc23)cc1
  A = 4% | B = -1% | C = / | D = -0.9% | E = 9% | F = 2% | G = -3% | H = -4% | I = / | J = -10 | K = /

[10] COc1cc(CN(C)CC2CCCN(CCc3ccc(F)cc3)C2)c(Cl)cc1O (configuration not stated)
  A = 1% | B = 1% | C = ? | D = 3.2% | E = 1% | F = 1% | G = 10% | H = -7% | I = -1% | J = -3 | K = /

[11] CCOC(=O)c1oc2nc(CC(C)C)c3c(c2c1N)CCC3
  A = 0% | B = 0% | C = / | D = -0.2% | E = 1% | F = 6% | G = 1% | H = 1% | I = -4% | J = -2 | K = 0%

[12] Cc1ccc(S(=O)(=O)N2CCN(C(=O)c3cc(=O)c4ccccc4o3)CC2)cc1
  A = -19% | B = 0% | C = -1% | D = -0.4% | E = 2% | F = 0% | G = -8% | H = -25% | I = 3% | J = -19 | K = /

[13] CCCCn1c(N)c(N(CCC(C)C)C(=O)CC2CCCCC2)c(=O)[nH]c1=O
  A = 1% | B = -1% | C = 3% | D = -0.2% | E = 9% | F = -2% | G = -8% | H = 2% | I = 0% | J = -6 | K = -2%

[14] CCCc1cc(C(=O)Cc2ccc(F)cc2)c(O)cc1O
  A = -7% | B = 2% | C = 3% | D = 0.1% | E = -1% | F = ? | G = -10% | H = -2% | I = -7% | J = 0 | K = 2%

[15] COc1cccc(CN(C)Cc2c(O)ccc3ccccc23)c1
  A = 4% | B = 5% | C = -2% | D = 0.1% | E = ? | F = 7% | G = 14% | H = -9% | I = -3% | J = 3 | K = 2%

One compound at a time (already shown). Screens in order: USP2a block, Tb PFK block, uPA generation, B2AR arrestin, BCR signal inh, Mito fusion yeast, Eya2 inh, ELG1 repair inh, TSG101-PTAP inh, TSHR antagonist, TCR activator
`Cc1ccc(S(=O)(=O)N2CCCCC2)cc1C(=O)OCC(=O)NC(=O)NC12CC3CC(CC(C3)C1)C2` as listed: 0%, 2%, -6%, -0.6%, 0%, 12%, -2%, 3%, -2%, -4, -4%[46.1 µM]
`CNC(=S)Nc1cccc(S(=O)(=O)NCc2ccco2)c1` as listed: 2%, 8%, -11%, -0.5%, -1%, /, -1%, -16%, -1%, -11, 9%
`COc1cccc(CN(C)Cc2c(O)ccc3ccccc23)c1` as listed: 4%, 5%, -2%, 0.1%, ?, 7%, 14%, -9%, -3%, 3, 2%
`Cc1ccc(C(=O)CCS(=O)(=O)c2ccc(Br)cc2)cc1` as listed: 0%, -3%, -4%, 0.2%, 0%, -4%, 6%, 4%, 0%, -10, 0%

Returning to the listing with the 2 entries that preceded the break.
No. | SMILES | USP2a block | Tb PFK block | uPA generation | B2AR arrestin | BCR signal inh | Mito fusion yeast | Eya2 inh | ELG1 repair inh | TSG101-PTAP inh | TSHR antagonist | TCR activator
14 | CCCc1cc(C(=O)Cc2ccc(F)cc2)c(O)cc1O | -7% | 2% | 3% | 0.1% | -1% | ? | -10% | -2% | -7% | 0 | 2%
15 | COc1cccc(CN(C)Cc2c(O)ccc3ccccc23)c1 | 4% | 5% | -2% | 0.1% | ? | 7% | 14% | -9% | -3% | 3 | 2%
16 | Cc1ccc(NC(=O)CS(=O)CC(=O)N(c2ccccc2)C(C)C(=O)NC2CCCC2)cc1 (configuration not stated) | 1% | 6% | 12% | -0.3% | -1% | 0% | -2% | -12% | -9% | -4 | 0%
17 | COc1ccc(/C=N/NC(=O)CCn2nnc3ccccc32)cc1 | 13% | 1% | -7% | 3.1% | 5% | 1% | 8% | 10% | -1% | 3 | -5%
18 | O=c1c2c3c(sc2nc(N2CCNCC2)n1CCc1ccccc1)CCCCC3 | 2% | 2% | -1% | 0.2% | 0% | 0% | 0% | 9% | -2% | -1 | 8%
19 | Cn1cnnc1SCc1ccc(C(=O)O)cc1 | 2% | -3% | -2% | -0.3% | 2% | 0% | -5% | -2% | -5% | 2 | 2%
